MLL CXXC-DNA inh – qHTS Fluorescence Polarization Assay for Inhibitors of MLL CXXC domain - DNA interaction; Histone-lysine N-methyltransferase 2A (Homo sapiens), Q03164; 290,000 compounds, 0.037% hits; MLL-CXXC / FITC-HOXA9 DNA fluorescence polarization; AID 2662, 2010; Potency, µM (doses to about 115 µM), for inactives: top-dose activity change, negative = inhibition, most hits filed as inhibitors; active = well fitted inhibition curve with a large enough effect in the polarisation, with a control signal flat, not every such curve was filed as active; inconclusive = small, poorly fitted or top-dose-only effect, or effect the other way, or a change in a side signal; inactive = no such curve, though single readings can be large or run the other way; the % refers to the polarisation; note: potency is the fitted concentration of half-maximal effect
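Steps: dispense CXXC domain solution (7 uM) → pin compounds or unlabeled HOX-A9 DNA control → 5 min ambient → add FLSN-HOX-A9 solution (50 nM) → spin → 30 min ambient → fluorescence polarization. Tris pH 7.5/NaCl/DTT/BSA buffer.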
TRPV1 ag – HTS Assay for Compounds that Act as Agonists of the Vanilloid Receptor 1; Transient receptor potential cation channel subfamily V member 1 (Homo sapiens), Q8NER1; 320,000 compounds, 0.19% hits; activation, % at 8.33 µM; TRPV1-expressing cells, Fluo-8 calcium influx, agonist mode; in the data active = activation above about 80%; inconclusive = between about 30% and that limit; note: 0% is about no effect
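Cells expressing TRPV1 were dye-loaded with Fluo-8 and read kinetically: 10 s baseline, 3 min after compound (agonist portion), then 2 min after EC20 capsaicin (allosteric enhancer portion). Calcium-bound dye fluorescence at 480/520 nm.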
AT treatment – qHTS Assay for Identifying a Potential Treatment of Ataxia-Telangiectasia | […] A-T fibroblasts, KAP-1 phosphorylation AlphaLISA; neocarzinostatin DNA damage 30 min before lysis | Potency, µM (series often up to 57.5 µM), for inactives: at the highest dose activation, most hits filed as activators | 320,000 compounds, 0.19% hits; note: potency is the fitted concentration of half-maximal effect; % of control where 0% means no effect; nearly all actives have a fitted effect of over 45% in size
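ATM-like activity read as KAP-1 phosphorylation via AlphaLISA donor/acceptor antibody pairs after lysis and 6 hr at 25C. Cells were ATM-null patient fibroblasts ([…], hTERT), dosed 60 min, then exposed to the DSB inducer NCS for 30 min.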
MBNL1-CUG inh – qHTS Assay for Inhibitors of MBNL1-poly(CUG) RNA binding. 280,000 compounds, 0.036% hits. Muscleblind-like protein 1 (Homo sapiens), Q9NR56. TR-FRET MBNL1-His/biotin-(CUG)12 binding, 665/545 ratio. Potency, µM (highest dose often 57.5 µM), inactives show at the highest dose activity change, negative = inhibition, usual class: inhibitors; active = well fitted inhibition curve with a large enough effect in the signal ratio, with a control signal flat, not every such curve was filed as active; inconclusive = small, poorly fitted or top-dose-only effect, or effect the other way, or a change in a side signal; inactive = no such curve, though single readings can be large or run the other way; the % refers to the signal ratio; note: potency is the fitted concentration of half-maximal effect; % is set by controls: 0 for no effect and ±100 for the full control effect
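Inhibition of protein-RNA binding appears as loss of TR-FRET between terbium anti-His antibody on MBNL1-His and streptavidin-XL665 on biotin-(CUG)12. Activity is normalized to buffer-only and uninhibited-complex controls.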
KCNH2 WT inh – qHTS for Inhibitors of KCHN2 3.1: Wildtype qHTS; Voltage-gated inwardly rectifying potassium channel KCNH2 (Homo sapiens), Q12809; U2OS, BacMam KCNH2, thallium flux FluxOr; hits give low values; activity change, % at 1.84 µM; 340,000 compounds, 0.37% hits;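 active = maximum activity change below -70%; inconclusive = maximum activity change between -70% and -50%; inactive = maximum activity change above -50%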; note: % is set by controls: 0 for no effect and ±100 for the full control effect
Target sequence (Q12809 whole entry, looked up): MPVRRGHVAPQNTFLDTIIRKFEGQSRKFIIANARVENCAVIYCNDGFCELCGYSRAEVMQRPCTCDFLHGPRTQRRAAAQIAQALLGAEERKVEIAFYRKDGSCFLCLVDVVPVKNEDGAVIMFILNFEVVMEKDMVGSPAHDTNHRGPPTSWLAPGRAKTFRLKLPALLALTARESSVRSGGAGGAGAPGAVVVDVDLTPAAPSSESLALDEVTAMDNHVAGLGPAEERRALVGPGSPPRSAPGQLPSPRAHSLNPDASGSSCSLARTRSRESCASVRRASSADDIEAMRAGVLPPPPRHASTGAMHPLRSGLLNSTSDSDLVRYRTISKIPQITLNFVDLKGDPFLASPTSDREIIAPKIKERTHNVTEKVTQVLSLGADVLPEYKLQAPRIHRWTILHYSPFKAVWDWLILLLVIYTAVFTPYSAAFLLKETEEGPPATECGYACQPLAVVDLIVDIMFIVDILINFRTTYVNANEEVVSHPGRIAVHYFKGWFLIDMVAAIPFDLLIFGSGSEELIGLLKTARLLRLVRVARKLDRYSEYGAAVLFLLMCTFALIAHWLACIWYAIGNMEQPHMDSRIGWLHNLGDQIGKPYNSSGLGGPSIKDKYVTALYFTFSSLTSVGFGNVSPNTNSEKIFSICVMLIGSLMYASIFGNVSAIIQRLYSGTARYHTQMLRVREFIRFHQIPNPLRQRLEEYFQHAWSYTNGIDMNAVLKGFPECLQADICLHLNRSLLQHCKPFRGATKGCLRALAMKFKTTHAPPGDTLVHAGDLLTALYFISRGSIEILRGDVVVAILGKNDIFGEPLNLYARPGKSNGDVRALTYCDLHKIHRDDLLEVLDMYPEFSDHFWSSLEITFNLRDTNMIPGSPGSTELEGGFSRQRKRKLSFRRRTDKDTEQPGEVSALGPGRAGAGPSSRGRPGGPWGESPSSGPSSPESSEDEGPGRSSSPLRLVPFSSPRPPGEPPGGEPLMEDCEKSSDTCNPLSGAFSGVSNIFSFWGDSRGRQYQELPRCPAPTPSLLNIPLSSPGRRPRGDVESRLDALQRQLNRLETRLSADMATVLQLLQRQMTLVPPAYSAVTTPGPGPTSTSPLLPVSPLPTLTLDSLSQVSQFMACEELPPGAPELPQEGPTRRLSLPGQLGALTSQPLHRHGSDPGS
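U2OS cells transduced with wild-type KCNH2 virus are loaded with FluxOr dye for 45 min, and thallium flux is measured in kinetic reads before and after stimulation buffer. Rate constants are normalized to DMSO controls.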
GALK inh – qHTS Assay for Inhibitors of Human Galactokinase (GALK); Purified GALK, Kinase-Glo residual ATP luminescence; Potency, µM (highest dose often 57.5 µM), for inactives: at the highest dose activity change, negative = inhibition, most hits filed as inhibitors; 270,000 compounds, 0.007% hits; AID 1868, 2009; note: potency is the fitted concentration of half-maximal effect; % is set by controls: 0 for no effect and ±100 for the full control effect
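Human GALK (5 nM) with 35 uM ATP and 100 uM galactose in 20 mM HEPES pH 8.0, 5 mM MgCl2, 60 mM NaCl, 1 mM DTT, 0.01% BSA. After 1 h at room temperature, leftover ATP was read by Kinase-Glo Plus luminescence.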
Coupling enz – qHTS Assay for Inhibitors of Fructose-1,6-bisphosphate Aldolase from Giardia Lamblia: Coupling assay counterscreen; coupling enzyme system counterscreen, AmpLite Red fluorescence; activity change, negative = inhibition, % at 58.2 µM, hits read low; 290,000 compounds, 0.67% hits; AID 2472, 2010; in the data active = activity change below about -30%; note: % is set by controls: 0 for no effect and ±100 for the full control effect
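Coupling enzymes only (glyceraldehyde-3-phosphate) + compound, at 57.5 uM final, 10 min RT; add substrate/coupling/AmpLite Red mix, 20 min RT; fluorescence ex 525/em 598 nm. Actives flag coupling-system interference.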
Integrin act MD – qHTS for Activators of Integrin-Mediated Alleviation for Muscular Dystrophy; alpha7betagal myoblasts, beta-gal FDG fluorescence, 48 h; Potency, µM (highest dose often 38.3 µM), inactives show top-dose activation, actives largely listed as activators; 350,000 compounds, 0.064% hits;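 note: potency is the fitted concentration of half-maximal effect; 100% = response of the positive control SU9516; nearly all actives have a fitted effect of over 60% in size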
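alpha7betagal+/- myoblasts (passage 13, 250/well) treated 48 h at 37C with compounds at 1:260 dilution of DMSO stock. Lysed, then beta-galactosidase activity read as FDG fluorescence (ex 480/em 540) after 30 min, with pre-read for autofluorescence.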
ASM inhibitor – Inhibitors of Secretory Acid Sphingomyelinase (S-ASM): qHTS. Potency, µM (highest dose often 57.5 µM), for inactives: top-dose activity change, negative = inhibition, actives largely listed as inhibitors. placental ASM, HMU-PC fluorogenic substrate, 60 min. 340,000 compounds, 0.006% hits. Sphingomyelin phosphodiesterase (Homo sapiens), P17405; note: potency is the fitted concentration of half-maximal effect
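Human placenta-derived ASM preincubated with compound 10 min at room temperature, then reacted with 9 uM (final) fluorogenic HMU-PC substrate for 60 min at 37 C. Stop solution raises pH to 10; fluorescence read at Ex 386/Em 447 nm.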
KCNH2 3.1 inh – qHTS for Inhibitors of KCHN2 3.1: Mutant qHTS; AID 720553, 2013; 340,000 compounds, 0.95% hits; U2OS KCNH2 3.1, thallium flux FluxOr; hits give low values; Potassium voltage-gated channel subfamily H member 2, brain isoform KCNH2 3.1 (human); activity change, % (tested at about 1.8 µM);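 active = maximum activity change below -70%; inconclusive = maximum activity change from -70% to -50%; inactive = maximum activity change above -50%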;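 note: thallium influx rate constant from kinetic fluorescence after stimulation buffer; % is set by controls: 0 for no effect and ±100 for the full control effect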
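FluxOr-based Tl+ influx in U2OS cells transduced with KCNH2 3.1 virus; rate constants normalized to DMSO controls.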
The depositor's hits bear a star; i = inactive; ? = inconclusive; · = no result given; & = joins results of further samples; [ ] = dose if it differs, or a comment. Unless noted, calls come from the whole dose curve; as a rule, active = well fitted curve in the direction sought with a large enough effect; inconclusive = small, poorly fitted or top-dose-only effect, or another doubt; inactive = no such curve, though single readings can be large; an effect the other way counts as inactive or inconclusive.

SMILES	MLL CXXC-DNA inh	TRPV1 ag	AT treatment	MBNL1-CUG inh	KCNH2 WT inh	GALK inh	Coupling enz	Integrin act MD	ASM inhibitor	KCNH2 3.1 inh
COc1ccc(C(F)(F)F)cc1NC(=O)c1nc2nc(C)cc(C(F)F)n2n1	11%	5	-2%	8%	-12	0%	3	8%	-5%	-6
COc1ccc([N+](=O)[O-])cc1N(CC(=O)Nc1ccccc1C(=O)NC(C)C)S(C)(=O)=O	3%	1	4%	11%	-1	0%	-2	1%	0%	-13
COc1ccc(NC(=O)CN(C)C(=O)CCSc2ccc(C)cc2)cc1	·	?	2%	·	15	·	·	19%	4%	-4
CCOc1ccc(C(=O)c2cc([N+](=O)[O-])ccc2Cl)cc1	-1%	10	1%	?	7	1%	0	-39%[inhibitor]	-4%	·
CN(C)S(=O)(=O)c1ccc(C(=O)Nc2ccccc2SCCC#N)cc1	?	13	-1%	12%	-1	0%	1	5%	0%	10
O=C(COc1ccccc1C(=O)NCC1CCCO1)Nc1ccc(Br)cc1 (stereo not given)	10%	17	9%	13%	-9	-1%	-2	31%	0%	-6
Cc1ccc(C(=O)N2CCc3ccccc32)cc1C	·	·	·	·	-3	·	·	-35%	-5%	-3
Cc1cnc(NC(=O)Nc2ccccc2)c(C)n1	5%	-2	0%	-3%	-5	-2%	-1	-20%	1%	-2
Cn1c(CN2CCCC(C(=O)c3ccc4c(c3)OCO4)C2)nc2ccccc21 (stereo not given)	-13%	-3	4%	-12%	43	-1%	3	21%	-2%	-23
CC1CCc2c(sc3ncnc(NCCCOC(C)C)c23)C1 (stereo not given)	1%	?	4%	-4%	-12	-4%	-2	-35%	1%	-3
Cn1c(=O)c(-c2ccccc2)c(O)c2ccccc21	?	-7	3%	-20%	·	4%	1&5	?	-4%	-25
CCCCNS(=O)(=O)CCNCc1ccccc1OC	·	·	16%	·	-3	·	·	19%	2%	2
O=C(O)c1cc(-c2ccc3ccccc3n2)nc2ccccc12	-7%	-1	11%	?	-6	·	-2	-13%	3%	-11
CCCCN(CC)CCNC(=O)c1cc2c(=O)[nH]c3ccc(C)cc3c2s1	0%	3	-1%	-5%	11	-3%	0	-67%[inhibitor]	28%	-1
COCC1CCN(C(=O)c2oc3c(F)cccc3c2C)C1 (stereo not given)	6%	16	-5%	0%	5	-2%	-1	15%	2%	2
COc1ccc(OC(C)C(=O)NC2CCCCCCC2)cc1 (stereo not given)	·	·	·	·	-7	·	·	-13%	-4%	8
CS(=O)(=O)c1ccc(C(=O)N2CCN(C(=O)c3ccco3)CC2)cc1	·	-2	-1%	·	12	·	·	-1%	0%	-13
c1cc2nc(C34CC5CC(CC(C5)C3)C4)[nH]c2cn1	4%	-5	10%	5%	-2	0%	0	2%	2%	18
O=C(COc1ncnc2ccccc12)NC1CCCCC1	·	·	-11%	·	0	·	·	27%	-4%	2
Cc1ccc(C(=O)N/C(=C\c2ccc(-c3cccc([N+](=O)[O-])c3)o2)C(=O)NCCCN2CCOCC2)cc1	-8%	-2	-5%	?	5	0%	-7	-63%[inhibitor]	-13%	-186*
N/C(CC(=O)NCCOc1ccccc1)=N\O	3%	-2	0%	-1%	-18	-1%	4	14%	1%	10
O=C(CCCN1C(=O)/C(=C/c2cccs2)SC1=S)NNC(=O)c1ccc(F)cc1	-4%	-5	-4%	·	-9	0%	3	-16%	-4%	-9
CCC(=O)c1cc2c(C)cc(=O)oc2c(C)c1O	-6%	0	-1%	1%	-19	0%	-4	14%	12%	3
COc1ccc(C(O)Cn2c(=N)n(CCCN(C)C)c3ccccc32)cc1 (stereo not given)	-4%	0	-2%	-15%	1	-3%	0	-23%	0%	-36
O=C(COC(=O)/C=C/c1ccc(C(F)(F)F)cc1)NCCC1=CCCCC1	2%	8	4%	-8%	-2	4%	4	5%	-3%	0
CCN(CC(=O)Nc1c(F)cccc1F)C(=O)/C=C/c1cn(Cc2ccccc2)nc1-c1cccnc1	10%	3	4%	2%	3	0%	·	-24%	4%	7
O=C(c1ccccc1)c1ccc(OCC(=O)N2CCOCC2)cc1	-8%	?	-24%	-3%	-7	0%	1	-23%	-1%	-3
O=C(COc1ncnc2c(Cl)cc(Cl)cc12)Nc1cc([N+](=O)[O-])ccc1Cl	-2%	1	5%	·	-1	0%	1	6%	0%	3
COc1cc(C(=S)N2CCOCC2)ccc1OS(=O)(=O)c1ccc(Cl)cc1	0%	3	3%	1%	-1	1%	0	4%	2%	-8
CC(=O)Nc1cc(=O)c2cccnc2[nH]1	·	·	·	·	-11	·	·	10%	66%[activator]	19
CCN1CCN(C(=O)C2=C(C(=O)O)CCCC2)CC1	1%	-2	-3%	-6%	3	4%	3	6%[7.66 µM]	0%	31
Cc1cc(C)nc(N/N=C2/CCSc3ccc(F)cc32)n1	4%	8	6%	?	-12	5%	-8	1%	-14%	-12
COc1ccc(CN(C(=O)c2cc3ccccc3oc2=O)C2CCS(=O)(=O)C2)cc1OC (stereo not given)	5%	1	-7%	10%	-1	-1%	0	17%	7%	15
COc1cc(NC(=O)C2CCN(S(=O)(=O)c3cccc4nonc34)CC2)cc(OC)c1	-6%	1	-9%	?	-5	1%	0	14%	-4%	3
Cc1ccc2[nH]cc(C(=O)CN3CCOCC3)c2c1	1%	-8	1%	-8%	-9	-1%	-4	5%	3%	-17
Nc1nc(C23CC4CCC(CC(C4)C2)C3)cs1	29%	1	4%	9%	-4	·	10	-24%	2%	8
Cc1ccc(-n2c(SCC(=O)N3CCOCC3)nnc2-c2cccnc2)cc1	3%	0	-14%	-1%	-19	0%	6	1%	2%	4
CC(=O)Nc1ccc(C(=O)N/N=C/C2CC3C=CC2C3)cc1 (stereo not given)	3%	3	6%	-3%	3	10%	-2	-21%	5%	-5
O=C(NC1CCCCCC1)C(=S)NCCc1ccccc1	-5%	3	1%	4%	-16	-1%	-4	0%	-5%	-13
CCOc1ccc(OCCC(=O)N(CCCOC)c2c(N)n(Cc3ccccc3)c(=O)[nH]c2=O)cc1	·	3	·	·	3	·	·	16%	6%	-3
CC(=O)c1cccc(NC(=O)C2CCN(S(=O)(=O)c3cccs3)CC2)c1	0%	?	·	-4%	9	0%	3	14%	3%	1
O=C(CC(c1ccccc1)c1cc(Br)ccc1O)N1CCCCC1 (stereo not given)	44%[activator]	15	7%	-10%	-20	-2%	0	5%	-1%	-18
N/C(=N\OC(=O)c1cc(-c2ccccc2)nc2ccccc12)c1cccnc1	-5%	3	·	·	5	0%	-1	29%	2%	2
Cc1ccccc1-n1c(-c2ccncc2)n[nH]c1=S	-1%	0	-3%	2%	-12	-2%	4	4%	2%	-12
O=C(O)CN1C(=O)C2C3CC(C2C1=O)C1C(c2ccc(F)cc2)c2sc(=O)[nH]c2SC31 (stereo not given)	-1%	-1	-3%	0%	-4	-1%	3	9%	8%	3
CC(=O)OC1CC2(C)C(CCC2(O)C(C)=O)C2CCC3C(Cl)C(=O)CCC3(C)C12 (stereo not given)	·	·	·	·	0	·	·	13%	1%	25
O=C(/C=C/c1ccccc1[N+](=O)[O-])NCCc1ccc(F)cc1	-6%	0	-5%	?	-2	2%	-3	-3%	-3%	-18
CCCC(=O)NCCCc1nc2ccccc2n1CCC	-2%	-1	-4%	-8%	3	0%	-1	13%	0%	7
Cc1ccc(C)n1-c1cc(S(=O)(=O)N2CCOCC2)ccc1N1CCCC1	-3%	-3	18%	12%	-3	0%	0	13%	12%	-5
O=C(NC(=S)N1CCOCC1)c1cc2ccccc2o1	5%	1	-2%[11.5 µM]	11%	i	0%	1	13%	2%	-1
